# High-throughput results as filed in PubChem.
# 5HT1a antag – human 5-HT1a receptor antagonists, primary screen, cell-based, CHO, Ga15 NFAT-bla reporter; 5-hydroxytryptamine receptor 1A (Homo sapiens), P08908; CHO 5-HT1a Ga15 NFAT-bla reporter, antagonist mode; inhibition, % at 10 µM; hit rate 0.68% among 62,000; AID 612, 2007;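 active = inhibition above the mean of all tested compounds plus 3 SD, cut at about 43% in these data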;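 also: receptor stimulated by 5-CT agonist at 100 nM near EC80; beta-lactamase reporter measured by ratiometric fluorescence of a cleavable substrate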
# Target sequence (P08908 whole entry, looked up): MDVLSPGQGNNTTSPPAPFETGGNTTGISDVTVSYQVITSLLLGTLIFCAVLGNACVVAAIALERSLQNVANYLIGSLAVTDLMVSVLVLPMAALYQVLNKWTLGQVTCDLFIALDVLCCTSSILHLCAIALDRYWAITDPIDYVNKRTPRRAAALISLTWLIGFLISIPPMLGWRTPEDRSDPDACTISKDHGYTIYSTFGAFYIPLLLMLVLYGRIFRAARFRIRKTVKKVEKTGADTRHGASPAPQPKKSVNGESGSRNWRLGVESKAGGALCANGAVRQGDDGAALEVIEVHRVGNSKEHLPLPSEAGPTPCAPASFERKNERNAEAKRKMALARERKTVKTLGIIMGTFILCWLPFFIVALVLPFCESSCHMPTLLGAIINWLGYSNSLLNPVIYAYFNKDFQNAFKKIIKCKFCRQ
# HTR1E agonist – 5-HT1E receptor agonists, primary screen, cell-based, HTS | 5-hydroxytryptamine receptor 1E (Homo sapiens), P28566 | CHO 5-HT1E Ga15 NFAT-bla reporter, FRET; 0% DMSO wells, 100% control agonist wells | activation, % at 6 µM | hit rate 0.69% among 65,000 | AID 574, 2007;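 active = activation above a set limit, the screen-wide mean activation plus 3 SD, cut at about 8.5% in these data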;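 also: 100% = positive control agonist at 1 µM giving full maximal response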
# Target sequence (P28566 whole entry, looked up): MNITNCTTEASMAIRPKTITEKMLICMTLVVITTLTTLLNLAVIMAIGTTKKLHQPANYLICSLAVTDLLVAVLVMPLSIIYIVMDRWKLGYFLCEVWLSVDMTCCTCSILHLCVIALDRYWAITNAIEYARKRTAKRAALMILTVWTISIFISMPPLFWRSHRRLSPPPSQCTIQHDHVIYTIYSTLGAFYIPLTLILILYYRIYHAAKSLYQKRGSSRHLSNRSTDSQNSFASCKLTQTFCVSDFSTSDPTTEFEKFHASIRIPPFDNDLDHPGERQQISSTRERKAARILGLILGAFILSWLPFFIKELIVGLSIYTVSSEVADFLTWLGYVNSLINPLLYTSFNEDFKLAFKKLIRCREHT
# HTR1A agonist – human 5-HT1a receptor agonists, primary screen, cell-based, CHO, Ga15 NFAT-bla reporter; hit rate 0.56% among 65,000; activation, % at 10 µM; CHO 5-HT1a Ga15 NFAT-bla reporter, FRET ratio; 0% basal, 100% maximal reference agonist;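 active = activation above the screen-wide mean activation plus 3 SD, cut at about 19% in these data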;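 also: 0% = DMSO wells and 100% = 5-CT at EC100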
# S1P1 ag-PAM – S1P1 agonists and agonism potentiators, primary screen, cell-based, primary and confirmation screens, CRE-bla reporter; Sphingosine 1-phosphate receptor 1 (Homo sapiens), P21453; S1P1 CRE-bla cells, forskolin, beta-lactamase FRET, potentiator mode; S1P1 agonist co-added at EC20, 2 nM; 100% = saturating reference agonist, 0% = basal; activation, % at 9.5 µM; hit rate 0.57% among 56,000; AID 449, 2006;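 active = activation above a cutoff set at the mean activation of all tested compounds plus 3 SD, cut at about 54% in these data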;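 also: forskolin at 4 µM as EC80 and the EC20 agonist is SEW2871; 100% = SEW2871 at its EC100 plus forskolin at EC80; some compounds past the cut are filed as inactive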
# Jurkat tox 60K – cytotoxicity toward Jurkat T cells, primary screen, cytotoxicity control, cell-based, Jurkat E6.1, 60K MLSMR library. hit rate 1.2% among 56,000. inhibition, % at 4 µM. Jurkat E6.1 viability, ATP luminescence, 48 h. AID 463, 2006;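 active = inhibition above the mean inhibition of all tested compounds plus 3 SD, cut at about 28% in these data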
# M1 ag – M1 muscarinic receptor agonists, primary screen, CHO-M1 cells, Fluo-4 calcium, agonist mode; Fluo-4 calcium fluorescence; hits give high values; B-score at 10 µM; hit rate 3% among 64,000; AID 626, 2007;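 active = fluorescence rise, raw or as B-score row- and column-corrected plate score, outside the 99.7% band of its plate's samples, either direction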
# M1 antag – antagonists of rat M1 muscarinic receptor. AID 628, 2007. hit rate 3.4% among 64,000. CHO-M1 cells, Fluo-4 calcium, ACh EC80 antagonist mode; hits give low values. Muscarinic acetylcholine receptor M1 (Rattus norvegicus), P08482. B-score at 10 µM;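 active = calcium fluorescence response, raw or row-and-column corrected B-score, differing from the plate sample mean either way at a set confidence level, mostly lower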
# 5HT1E antag – 5-HT1E receptor antagonists, primary screen, cell-based, HTS. 5-hydroxytryptamine receptor 1E (Homo sapiens), P28566. hit rate 0.99% among 65,000. CHO 5-HT1E Ga15 NFAT-bla reporter, FRET, antagonist. inhibition, % at 6 µM. AID 571, 2007;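 active = inhibition above a set limit, the mean inhibition across every tested compound plus 3 SD, cut at about 29% in these data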;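 also: signal is the 460 over 535 nm emission ratio of beta-lactamase substrate; 0% = agonist plus DMSO wells and 100% = wells without agonist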
# S1P3 agonist – human S1P3 receptor agonists, primary screen, cell-based, primary and confirmation, NFAT-BLA reporter. AID 373, 2006. hit rate 0.1% among 60,000. S1P3 NFAT-BLA reporter cells, agonism, FRET ratio; relative to 1 µM S1P, basal subtracted. Sphingosine 1-phosphate receptor 3 (Homo sapiens), Q99500. activation, % at 4.5 µM;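 active = activation above the screen-wide mean plus 3 SD, cut at about 4.5% in these data, passing the limit was not always enough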; also: some compounds called inactive have numbers as strong as hits
#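 Material: Human S1P3 NFAT-BLA reporter CHO cells | Incubation: Overnight plating, 4 h compound 37 °C, 2 h substrate RT | Signal: FRET β-lactamase substrate fluorescence, excitation 405 nm, 460/535 nm emission ratio, background-subtracted | Compound: 4.5 µM final, single dose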
# Numbers without * were called inactive; nt = not tested or not shown.
SMILES,5HT1a antag,HTR1E agonist,HTR1A agonist,S1P1 ag-PAM,Jurkat tox 60K,M1 ag,M1 antag,5HT1E antag,S1P3 agonist
CCN1CCN(c2ncnc3c2cnn3-c2ccc(Cl)cc2)CC1,-8,-0.3,-0.8,7,4,0.69,-1.4*,4,-2.0
O=C(O)Cc1ccc(NC(=O)C2CC=CCC2C(=O)O)cc1 (configuration not stated),-1,-0.1,-1.0,-25,-6,-0.21,0.042,-7,-0.3
COc1ccc(-c2cc(C(=O)Nc3cc(C)n(Cc4ccc(Cl)cc4)n3)no2)cc1OC,-4,0.5,1.4,-9,2,-0.64,-0.33,-4,-1.4
Cc1ccc(-c2nnn(CC(=O)Nc3ccc4nn(-c5ccccc5)nc4c3)n2)o1,-13,-0.3,2.8,-2,-4,-0.04,1.1,-12,-0.3
COc1ccc2nc(NC(=O)C(NS(=O)(=O)c3cccs3)C(C)C)sc2c1 (configuration not stated),13,0.1,-3.1,0,-4,-0.077,0.42,4,-0.4
CSc1nncc(=O)[nH]1,nt,0.1,-2.1,-8,nt,-0.3,0.66,-6,-0.2
NCCCNC(=O)c1cc2ccccc2[nH]1,6,0.8,0.7,7,6,0.15,0.23,5,-1.1
O=C(CN1C(=O)CSc2ccccc21)Nc1ccccc1C(=O)N1CCOCC1,7,0.4,-0.3,nt,4,0.3,-0.47,-4,-0.7
Cc1cc(=O)oc(C)c1C(=O)N1CCc2c([nH]c3ccccc23)C1C(C)C (configuration not stated),9,0.8,-2.1,10,-5,0.19,0.02,8,-1.0
CCc1nc(C)ccc1OCC(=O)NCCCN(C)C,-13,1.7,-1.0,-4,0,0.16,0.003,-13,0.4
CC1=C(C(=O)OCC(C)C)C(c2ccc(F)cc2)NC(=O)N1 (configuration not stated),8,0.8,-0.8,-24,8,0.91,0.8,3,-1.7
CC(=O)c1cc(C#N)c(SCC(=O)C(C)(C)C)nc1C,nt,0.1,1.7,0,nt,0.72,0.41,11,-4.0
CCSc1nc(O)cc(=O)n1-c1ccc(OC)cc1,5,-0.4,-4.1,1,1,-1.1,0.69,-1,-1.3
COCCNS(=O)(=O)c1ccc(OCC(=O)OC)c(Cl)c1,-3,0.1,1.0,2,-1,0.19,0,10,-0.7
N#Cc1ccsc1NC(=O)c1ccccn1,-5,0.3,-0.5,nt,nt,0.38,-0.57,0,nt
COC(=O)c1nc2n(n1)C(c1cccc(Cl)c1)C1=C(CC(C)(C)CC1=O)N2 (configuration not stated),1,0.7,-4.7,-22,4,1.1,-0.75,-14,-0.9
COc1ccccc1NC(=O)C1=C(C)NC2=C(C(=O)CCC2)C1c1ccc2c(c1)OCO2 (configuration not stated),5,-0.2,0.8,17,-1,-0.029,0.21,-3,0.4
Cc1nnc2n(C3CCCCC3)c(=O)c3c4c(sc3n12)COC(C)(C)C4,nt,-0.5,1.1,-16,nt,-0.0025,-0.55,-18,-1.1
O=C(NCc1ccco1)c1cccc2ccccc12,9,-0.6,-3.1,6,-5,11*,0.84,11,-1.1
CCOC(=O)c1cc(C(=O)c2cc(F)ccc2O)coc1=N,2,-0.7,-3.7,-2,-3,-0.98,-0.85,-3,0.3
O=C1c2ccccc2C(=O)N1CCOCCN1C(=O)c2ccccc2C1=O,-6,-0.4,-1.1,4,1,0.45,-3.3*,4,-0.6
CCOC(=O)C1CCN(C2CC(=O)N(c3ccc(OCC)cc3)C2=O)CC1 (configuration not stated),2,-1.7,-0.5,-4,2,-0.51,-0.55,5,-0.2
Cc1onc(-c2ccccc2)c1C(=O)Nc1nc2c(s1)CCCC2,-9,0.9,-0.7,39,8,-0.0084,0.41,14,-1.3
O=C(NCCCN1CCOCC1)c1ccc(CS(=O)(=O)c2cccc(C(F)(F)F)c2)o1,1,0.1,-1.8,-16,0,-0.36,-0.036,-5,0.6
C=CCSc1nnc(-c2cc(Br)ccc2N)c(=O)[nH]1,-8,-0.7,-3.0,-3,-1,-0.75,-0.032,-9,0.3

# Further structures
SMILES,5HT1a antag,HTR1E agonist,HTR1A agonist,S1P1 ag-PAM,Jurkat tox 60K,M1 ag,M1 antag,5HT1E antag,S1P3 agonist
Cc1csc(NC(=O)CCn2c(=O)oc3ccccc32)n1,-8,-1.2,-2.3,-3,-3,0.37,0.93,-4,0.7
Cc1ccccc1OC(C)c1nc(-c2ccccc2)no1 (configuration not stated),-4,1.4,-1.2,-6,8,0,0.56,11,-0.2
CCCC(=O)c1ccc(N2CCN(C(=O)c3ccccc3Br)CC2)c(F)c1,-1,0.7,4.4,98*,7,3.1*,-3.2*,-5,-2.1
O=C(c1cc2ncc(Br)cn2n1)N1CCN(C(=O)c2ccco2)CC1,-16,-0.2,-0.2,-12,-8,0.46,-0.057,-10,-0.9
COC(=O)c1nn(-c2c(C)n(C)n(-c3ccccc3)c2=O)cc1O,-11,0.4,-1.5,-43,-8,0.61,-0.86,-2,-0.2
COc1ccc(NC(=O)CNS(=O)(=O)c2cccc3nonc23)c(OC)c1,-2,-0.7,-3.5,nt,nt,1.7,-1.6,-5,nt
CCn1c(=O)c2c(nc(SCc3ccccn3)n2C)n(C)c1=O,-6,0.5,-1.8,-30,-2,-0.8,0.65,-3,0.6
N/C(=N\S(=O)(=O)c1cccs1)c1ccccc1,4,-0.9,-1.7,-5,0,0.81,0.2,12,-1.3
CCOC(=O)c1[nH]c(C)c(CN(CCc2ccc(OC)c(OC)c2)C(=O)CCCC(=O)O)c1C,9,-1.1,-2.3,2,14,-0.43,0.14,9,-1.0
O=c1cc(CN2CCN(C/C=C/c3ccccc3)CC2)c2cc(O)ccc2o1,44*,0.4,0.2,16,16,-0.092,-0.69,16,-1.1
CCOC(=O)CCc1cccc2c1CCC2=O,-6,-0.7,-1.8,-6,-2,-0.12,0.074,-6,0.1
O=C(NCc1ccco1)c1ccc(Cl)c(S(=O)(=O)N2CCOCC2)c1,-12,-0.5,-3.4,-8,1,0.11,1.6,-11,-1.1
COc1ccc2oc(=O)c(-c3nnc(NCc4ccco4)s3)cc2c1,20,0.8,1.1,22,31,-1.4,-0.047,21,-1.2
COc1ccccc1NC(=O)Cn1c(=O)n2nc(C)nc2c2ccccc21,-5,0.6,1.9,-27,-5,-0.92,0.57,-1,0.0
O=C(CN1CCN(c2ccc(F)cc2)CC1)OCc1ccccc1,5,0.9,-2.8,-5,-8,0.27,0.064,4,-0.6
COc1ccc(C(=O)NCC(c2cccnc2)N2CCN(c3ccccc3OC)CC2)cc1OC (configuration not stated),3,0.6,-3.8,27,7,-0.43,0.92,-2,-1.2
O=C(COc1ccc(Cl)cc1)Nc1ccccc1N1CCOCC1,3,0.2,1.1,12,-3,0.99,-0.083,-4,0.7
O=C(CCn1cccc1)NCc1ccc2c(c1)OCO2,-2,-0.4,-3.8,-18,-4,-0.0063,-0.59,0,-0.9
CSCCC(NC(=O)OC(C)(C)C)C(=O)NC(CC(C)C)C(N)=O (configuration not stated),4,-0.8,0.2,-2,-6,-0.7,0.012,-7,0.1
COc1ccc2nc(SCC(=O)Nc3ccc(S(=O)(=O)Nc4onc(C)c4C)cc3)[nH]c2c1,-9,0.6,1.1,1,2,0.05,-0.33,-1,-0.2
CCC(C(=O)N1CCc2cc(OC)c(OC)cc2C1)c1ccccc1 (configuration not stated),8,0.7,-1.2,13,-7,0.014,0.5,6,-0.9
OC(CN1CCCCC1)Cn1c(C(F)(F)F)nc2ccccc21 (configuration not stated),-8,-0.4,-1.2,2,3,0.66,-0.45,-4,-1.0
Nc1nncn1C(=O)c1cccs1,-3,-0.5,-0.6,8,-6,0.41,-0.18,0,0.4
CCCCCc1nnc(NC(=O)CS(=O)(=O)Cc2ccccc2)s1,10,0.4,-2.1,-1,4,-0.62,0.45,6,-0.4
COC(=O)CCC(=O)Nc1ccc(OC)cc1,-6,-1.2,-3.3,-40,1,-0.15,-0.13,-10,-0.7

# (further entries)
SMILES,5HT1a antag,HTR1E agonist,HTR1A agonist,S1P1 ag-PAM,Jurkat tox 60K,M1 ag,M1 antag,5HT1E antag,S1P3 agonist
O=C(CSCc1nc2ccccc2[nH]1)N1CCN(c2cccc(Cl)c2)CC1,7,-0.1,-1.2,7,5,8*,-1.7,1,0.7
CCN1C(=O)c2cccc3c(NC(=O)c4ccc(S(=O)(=O)N5CCOCC5)cc4)ccc1c23,-7,-0.1,-2.5,-33,7,-0.66,-0.75,22,-1.3
CC1(C)Cc2c(C#N)c(NCc3ccco3)nc(-c3ccco3)c2CO1,nt,11*,54*,-57,nt,-0.11,0.26,-3,2.4
Cc1nn(CCO)c(C)c1Oc1ccccc1O,-2,-1.1,2.1,nt,nt,0.13,-1.1,15,nt
N#CC1=C2C=Cc3ccccc3N2CCCC1=O,-13,0.8,-1.9,3,4,0.16,-0.3,-6,-0.9
CC1=CC(C)(C)Nc2ccc(OC(=O)c3ccco3)cc21,41,1.7,25*,55,58*,-0.0011,-0.18,51*,-1.7
O=C(Nc1nnc(SCc2ccccc2F)s1)c1ccco1,nt,-1.1,0.8,22,nt,-0.81,-0.39,10,-5.0
O=c1cc(-c2ccc(Cl)c(Cl)c2)[nH][nH]1,4,0.4,-2.1,-16,3,0.17,0.1,-9,-1.0
COC(=O)c1ccc(NS(=O)(=O)c2cc(C)ccc2OC)cc1,-6,0.4,-0.3,6,1,-0.26,-0.071,-2,-1.6
COC(=O)c1[nH]c2c(c1C)C(=O)CC(c1ccc(C)cc1)C2 (configuration not stated),12,-0.3,1.0,nt,nt,0.019,1.3,-11,nt
CCOC(=O)C1CCN(c2nc3ccccc3nc2C(C#N)C(=O)OC(C)C)CC1 (configuration not stated),nt,-0.3,-4.9,4,nt,28*,-0.37,1,-0.3
CCOC(=O)c1ccc(NC(=O)CC2Sc3ncnn3C2=O)cc1 (configuration not stated),10,0.6,-0.8,7,-1,0,0.72,-1,-0.5
Cc1cc(C)cc(N(CC(=O)N2CCc3ccccc32)S(=O)(=O)c2c(C)noc2C)c1,-395,0.7,0.6,-20,2,0.67,0.14,-8,-1.1
Cc1cccc(S(=O)(=O)Nc2cccc(-c3cn4ccsc4n3)c2)c1,6,0.3,-3.4,7,8,1.1,-0.43,12,-0.5
Cn1c(CSc2nc3ccccc3s2)nnc1SCC(=O)NCCN1CCOCC1,18,0.1,-0.4,nt,4,0.44,-0.83,18,-0.1
Cc1cccc(NCN2C(=O)c3ccncc3C2=O)n1,-9,0.7,0.7,-15,-5,-0.18,-1.2,-14,0.6
O=C(CSc1nc(-c2ccccc2)cc(=O)[nH]1)Nc1ccccn1,2,-1.1,-0.4,nt,1,0.2,-0.89,5,-0.6
Cc1cccc(-n2ncc3c(NCCCO)ncnc32)c1,9,0.5,0.2,-30,-9,1.8,0.55,5,-0.8
